# Bioassay records (PubChem)
# KB-V1 cytotox = qHTS assay for MDR1-selective chemotherapeutics: Primary screen using the drug-selected MDR subline cells KB-V1; KB-V1 MDR cells viability, CellTiter-Glo, 72 h; Potency, µM (series often up to 46.1 µM), for inactives: at the highest dose activity change, negative = cytotoxicity, most hits filed as cytotoxic; actives 3.4% (n = 400,000); AID 1347076, 2019; also: potency is read from the fitted curve at half-maximal effect; % is scaled to controls: 0 for no effect and ±100 for the full control effect; nearly all actives have a fitted effect of over 60% in size
#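 KB-V1 MDR subline cells in DMEM (phenol-red free, 10% FBS) exposed to compounds in qHTS concentration series for 72 h at 37 degrees C. Viability read by CellTiter-Glo luminescence; concentration-effect curves fitted after normalization and correction.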
# KB-3-1 cytotox = qHTS assay for MDR1-selective chemotherapeutics: Primary screen using the parental adenocarcinoma cell KB-3-1; actives 1.4% (n = 400,000); Potency, µM (titrated, usually from 46.1 µM), inactives show at the top dose activity change, negative = cytotoxic, actives largely listed as cytotoxic; KB-3-1 viability, CellTiter-Glo ATP luminescence, 72 h; AID 1347075, 2019; also: potency is read from the fitted curve at half-maximal effect; % is scaled to controls: 0 for no effect and ±100 for the full control effect; nearly all actives have a fitted effect of over 60% in size
#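 Cytotoxicity measured as CellTiter-Glo luminescence after 72 h at 37 C. Compound titrations were pinned onto drug-naive KB-3-1 parental adenocarcinoma cells grown in DMEM with 10% FBS, and normalized data fitted to concentration-response curves.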
# HT1080-NT tox = qHTS for induction of synthetic lethality in tumor cells producing 2HG: qHTS for the HT-1080-NT fibrosarcoma cell line. HT-1080-NT fibrosarcoma viability, CellTiter-Glo ATP luminescence, 48 h. Potency, µM (top dose mostly 46.1 µM), for the others: at the highest dose activity, negative = less viability, most hits filed as cytotoxic. actives 1.6% (n = 360,000);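 also: NT is the 2HG producing partner of a matched IDH1 knockdown line; potency is read from the fitted curve at half-maximal effect; 0% = DMSO-treated cells and -100% = media-only wells without cells; nearly all actives have a fitted effect of over 55% in size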
#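 Toxicity toward the 2HG-producing NT line was scored as %Activity, normalised to DMSO and no-cell wells, from CellTiter-Glo luminescence after 48 hours' treatment.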
# SW480 rereplic = A quantitative high throughput screen for small molecules that induce DNA re-replication in SW480 colon adenocarcinoma cells; SW480 DNA re-replication, Hoechst DNA content imaging, 48 h; Potency, µM (highest dose often 46.1 µM), without a hit: at the top dose re-replication activation, actives largely listed as activators; actives 1.8% (n = 340,000); AID 624297, 2012; also: potency is read from the fitted curve at half-maximal effect; % of control where 0% means no effect; nearly all actives have a fitted effect of over 55% in size
#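 Cells (250 per well) received 23 nL compound or DMSO by pin tool and were kept 48 hr at 37 C, 5% CO2. Nuclei were then stained with Hoechst for 40 min and scanned for DNA content.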
# DRD3 agonist = qHTS of D3 Dopamine Receptor Agonist: qHTS; AID 652048, 2013; D3R DiscoveRx beta-arrestin cells, luminescence, 90 min; actives 0.58% (n = 410,000); max activation, %; in the data active = max activation above about 30%; also: 0% is about no effect; mostly tested at two doses, the higher about 12 µM
# Target sequence (P35462 whole entry, looked up): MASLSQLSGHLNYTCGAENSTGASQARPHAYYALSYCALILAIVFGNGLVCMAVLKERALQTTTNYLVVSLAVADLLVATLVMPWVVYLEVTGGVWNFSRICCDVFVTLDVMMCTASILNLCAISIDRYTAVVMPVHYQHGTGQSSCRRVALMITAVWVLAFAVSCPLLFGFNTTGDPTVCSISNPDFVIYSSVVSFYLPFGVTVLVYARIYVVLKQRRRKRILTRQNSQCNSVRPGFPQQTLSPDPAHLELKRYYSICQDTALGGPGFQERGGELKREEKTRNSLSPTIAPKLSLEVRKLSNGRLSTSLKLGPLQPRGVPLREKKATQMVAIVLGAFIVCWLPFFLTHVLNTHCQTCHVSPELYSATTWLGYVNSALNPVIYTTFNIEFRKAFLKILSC
#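 Agonist mode: compounds and dopamine controls were applied to plated cells for 90 min at 37 degrees C after an overnight attachment at 1500 cells/well. Luminescent read-out followed 30 - 60 minutes at room temperature with DiscoveRx detection reagent.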
# GLP1R cytotox = qHTS of GLP-1 Receptor Inverse Agonists: Cytotox Screen; actives 0.13% (n = 410,000); Potency, µM (top dose mostly 38.3 µM), for inactives: at the highest dose activity change, negative = inhibition, hits mostly inhibitors; HEK293 cAMP-luciferase reporter cells, luminescence, 24 h;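 also: loss of luciferase light is scored as toxicity; potency is read from the fitted curve at half-maximal effect; % is scaled to controls: 0 for no effect and ±100 for the full control effect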
#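 Cells in DMEM/10% Nu serum/1% pen-strep, 1536-well format. Pre-incubated 12 h, dosed with 23 nL compound, incubated a further 24 h. Luciferase detection, 12 min at room temp, luminescence.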
# MCF10A rereplic = A quantitative high throughput screen for small molecules that induce DNA re-replication in MCF 10a normal breast cells. MCF 10A DNA re-replication, Hoechst nuclear intensity, 48 h. Potency, µM (series often up to 46.1 µM), for inactives: top-dose activity, positive = re-replication, most hits filed as activators. actives 2.9% (n = 350,000); also: potency is read from the fitted curve at half-maximal effect; % of control where 0% means no effect; nearly all actives have a fitted effect of over 50% in size
# IL-1B inflam inh = qHTS for Inhibitors of Inflammasome Signaling: IL-1-beta AlphaLISA Primary Screen; AID 743279, 2014; THP-1 LPS/ATP IL-1B secretion, AlphaLISA, 16 h; stronger effect = lower value; actives 4.7% (n = 360,000); activity change, % at 57.5 µM; in the data active = activity change below about -50%; inconclusive = mostly about -30% to -49%; also: % is scaled to controls: 0 for no effect and ±100 for the full control effect
#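 THP-1 cells pretreated 1 hr with compounds (up to 57.5 uM final), then stimulated with LPS (250 ng/mL final) plus ATP (1.25 mM final); secreted IL-1B measured by AlphaLISA after 16 hr, decreased signal indicating inhibition.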
# HT1080 IDH1KD tx = qHTS for induction of synthetic lethality in tumor cells producing 2HG: qHTS for the HT-1080-IDH1KD cell line | HT-1080 IDH1 knockdown viability, ATP luminescence, 48 h | Potency, µM (titrated, usually from 46.1 µM), inactives show at the top dose activity, negative = toxicity, most hits filed as cytotoxic | actives 2% (n = 360,000);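 also: potency is read from the fitted curve at half-maximal effect; 0% = DMSO wells and -100% = cell-free medium wells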
#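 Assay cells: HT-1080 with IDH1 knockdown, 750 per well, RPMI/5% FBS. Exposure: 48 h at 37 °C following 2 h pre-incubation. Read: CellTiter-Glo luminescence; fitted concentration-response, curve class assigned.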
# * marks the source's active call; other numbers are inactive results; ? = inconclusive; / = not tested or not shown; & = joins results of further samples; [ ] = remark or other dose. Unless noted, calls follow the shape of the dose curve; as a rule, active = well fitted curve in the direction sought with a large enough effect; inconclusive = small, poorly fitted or top-dose-only effect, or another doubt; inactive = no such curve, though single readings can be large; an effect the other way counts as inactive or inconclusive.
SMILES,KB-V1 cytotox,KB-3-1 cytotox,HT1080-NT tox,SW480 rereplic,DRD3 agonist,GLP1R cytotox,MCF10A rereplic,IL-1B inflam inh,HT1080 IDH1KD tx
Cc1ccccc1-c1nc2sc(C)c(C)c2c(=O)o1,4%,-18%,3%,5%,-9,-8%,-5%,181,13%
CCOC(=O)c1cnc(SCCN2CCOCC2)nc1N,3%,0%,10%,-7%,3,3%,2%,1,2%
CCOc1ccc(NC(=O)c2ccc(N3CC4CC(C3)c3cccc(=O)n3C4)c(NC(=O)c3ccncc3)c2)cc1 (configuration not stated),0%,?,2%,-8%,-2,-11%,-1%,-10,-2%
COc1ccc(N(CC(=O)N2CCCCC2)S(=O)(=O)c2ccc(OC)c(OC)c2)cc1,2%,-10%,/,/,-11,12%,/,/,/
CCCOc1ccc(C(=O)Nc2cc3nn(-c4ccc(CC)cc4)nc3cc2C)cc1,19%,2%,/,/,3,-10%,/,/,/
Cc1ccc(C)c(S(=O)(=O)C(C#N)c2nc3ccccc3nc2N2CCOCC2)c1 (configuration not stated),12µM*,?,-11%,4%,0,17%,?,-16,-10%
O=C(CSc1nnnn1C1CCCCC1)Nc1ccc2c(c1)OCO2,-29%,2%,-9%,3%,2,-14%,1%,-17,1%
O=C1c2ccccc2C(=O)N1CCOc1ccccc1Br,-2%,2%,-2%,17%,-19,-6%,0%,3,1%
COc1ccccc1NC(=O)c1nn(-c2ccc(Cl)cc2)ccc1=O,-23%,4%,17%,1%,6,1%,-9%,-2,7%
CN(Cc1ccccc1)C(=O)c1csc([C@H]2C[C@H](O)[C@@H](CO)O2)n1,4%,0%,15%,/,-2,1%,/,5,3%
COc1ccc(CN2C(=O)c3cccnc3C2=O)cc1S(=O)(=O)N(C)c1ccc(C)cc1,7%,-6%,20%,-4%,3,0%,-1%,0,3%
COC(=O)c1[nH]c2cc(OC)c(OC)cc2c1/C=N/Nc1ccccc1,?,?,-17%,?,1,16%,-16%,-13,-2%
O=C(c1cc2cc(Br)ccc2oc1=O)N1CCN(c2ccccn2)CC1,?,-14%,9%,-4%,-6,-10%,3%,-12,-2%
CCOc1c2ccc(C(=O)NCCCCc3ccccc3)cc2nn1C,-3%,21%,0%,-1%,-2,-3%,-2%,10,12%
CCn1c(SCC(=O)Nc2ccc3c(c2)OCCO3)nnc1-c1ccco1,-7%,-9%,-2%,13%,-7,1%,19%,?,-11%[9.24 µM]
Cc1cc(C)n(-c2nc3ccccc3n3cnnc23)n1,-19%,5%,-5%,-1%,1,1%,1%,-6,12%
N#Cc1ccc(OCC(=O)Nc2nc(-c3ccccn3)cs2)cc1,0%,16µM*,?,/,-5,-20%,/,70,?
Cc1ccc(-c2nc3ccc(Cl)cn3c2Cc2ccccc2)cc1,4%,5%,15%,/,4,0%,/,-3,14%
O=C(/C=C/N1CCOCC1)c1cc2ccccc2o1,0%,-4%,0%,1%,-3,-3%,0%,-4,-8%
O=C(COC(=O)Cc1c[nH]c2ccccc12)Nc1ccccc1,26%,4%,12%,-3%,8,2%,-2%,18,12%
COc1ccc(CCNC(=O)Cn2nnc(-c3ccccc3F)n2)cc1OC,?,3%,-6%,11%,7,5%,10%,27,-25%
CCOC(=O)c1c(C(F)(F)C(F)(F)C(F)(F)C(F)(F)F)n[nH]c1C,-29%,-2%,-13%,17%,-3,?,11%,19,-15%
O=[N+]([O-])c1ccc(C(=S)N2CCCC2)cc1,?,-6%,-25%,-21%,-22,-4%,29%,-23,-5%
Cc1ccc(-n2cnc3ncnc(-c4ccccc4)c32)cc1,-8%,-16%,0%,-1%,-4,-5%,4%,-9,-7%
Cn1cnnc1SCCOc1ccc(Cl)cc1,-18%,-5%,-1%,-1%,3,-8%,0%,-80*,-2%
CNC(=S)NNC(=O)c1cccn(Cc2cccc(Cl)c2)c1=O,-18%,-5%,8%,0%,-5,5%,1%,-7,2%
COc1ccc(N2Cc3ccccc3C2=NC(=O)c2cccc([N+](=O)[O-])c2)cc1,3%,2%,4%,-13%,4,-15%,-2%,1,0%
Cc1cc2nc(N3CCN(C(=O)c4ccco4)CC3)sc2cc1C,-24%,-1%,-27%,-294%[inhibitor],2,-7%,15%,-14,-24%
Cc1c(C)c2ccc(OCC(=O)NCCc3c[nH]c4ccccc34)c(C)c2oc1=O,-26%,0%,-4%,?,-1,2%,-2%,?,-2%
Cc1ccc(CCNC(=O)CN(c2cc(C)cc(C)c2)S(=O)(=O)c2c(C)noc2C)cc1,-19%&-17%,1%&7%,-4%,-18%,4&1,-2%&3%,3%,-1,0%
CCc1cccc(NC(=O)Cn2c(=O)n(Cc3ccccc3)c(=O)c3c(C)c(C(=O)N(C)C)sc32)c1,9%,0%,/,/,1,-13%,/,/,/
NCCCCC(C(=O)O)N(C(=O)OCc1ccccc1)C(=O)OCc1ccccc1 (configuration not stated),-3%,0%,6%,/,-6,1%,/,-16,27%
Cc1ccccc1CCNC(=O)C1CCN(S(=O)(=O)c2ccc3c(ccn3C)c2)CC1,9%,-1%,/,/,4,-3%,/,/,/
Cc1nc(SCC(=O)Nc2ccc(Cl)cc2C(F)(F)F)[nH]c(=O)c1Cc1ccccc1,0%,3%,/,/,10,2%,/,/,/
Cc1c(/C=N\NC(=O)C2COc3ccc(C(C)(C)C)cc3O2)c2ccccc2n1C (configuration not stated),?,-10%,-4%,-1%,58*,4%,?,-18,-1%
COc1ccc(C(=O)CCC(=O)Nc2cc(Cl)c(O)c(Cl)c2)cc1,22%,19%,8%,?,-3,-6%,?,0,9%
O=C(Nc1ccc(CN2CCOCC2)cc1)c1ccc(Br)o1,-13%,-4%,7%,?,-9,3%,2%,-7,-8%
Cc1c(NC(=O)CSc2ccccc2F)c(=O)n(-c2ccccc2)n1C,1%,-5%,-1%,6%,-6,11%,-15%,0,9%
CC(C)C[C@H](NC(=O)c1nc[nH]c1C(=O)N1CCN(C(=O)OC(C)(C)C)CC1)C(=O)OCc1ccccc1,-5%,?,-6%,12%,1,?,?,-71*,-10%
Cc1ccc(N=Cc2ccc(N(C)C)cc2)cc1,16%,3%,-3%,-4%,0,-4%,-7%,-14,9%
O=C(COC(=O)C(Cc1ccccc1)NC(=O)c1cccs1)NCc1ccccc1 (configuration not stated),0%,14%,-7%[9.24 µM],?,-4,2%,-4%,22,10%
COc1ccc2ccccc2c1C(O)c1nccn1C (configuration not stated),-7%,-12%,2%,-9%,9,2%,5%,4,?
O=C(Nc1ccc(F)cc1)N1CCC(c2nc3c(nnn3Cc3cccc(Cl)c3)c(=O)[nH]2)CC1,-8%,1%,?,23%,27,-14%,?,-26,?
O=C(Cc1ccccc1)NNC1=NS(=O)(=O)c2ccccc21,1%,1%,7%,-5%,-2,-8%,-8%,-4,25%
CCNc1nc(NC(C)C)nc(-c2ccncc2)n1,-5%,0%,?,/,5,-2%,/,6,11%
O=C(Nc1cccc(S(=O)(=O)NC2=NCCC2)c1)c1cnc(Cl)c(Cl)c1,-1%,-1%,0%,-19%,-13,-1%,-1%,-30,-2%
O=C(O)c1ccc(S(=O)(=O)N(CCc2ccccc2)Cc2ccc(Cl)cc2)cc1,-1%,-2%,1%,-7%,6,1%,0%,19,-7%
C[C@@H]1CN([C@H](C)CO)C(=O)CCCn2cc(nn2)CO[C@H]1CN(C)S(=O)(=O)c1ccc(C#N)cc1,12%,2%,-10%,/,-7,-20%,/,7,10%
CN(C)CCCN(C(=O)c1ccco1)c1nc2c(F)cccc2s1,-13%,-4%,-30%,-7%,-7,-13%,-2%,-15,?
O=C(CNC(=O)c1ccco1)OCc1ccccc1F,-1%,7%,-1%,6%,-1,5%,3%,-10,17%

# Following part:
SMILES,KB-V1 cytotox,KB-3-1 cytotox,HT1080-NT tox,SW480 rereplic,DRD3 agonist,GLP1R cytotox,MCF10A rereplic,IL-1B inflam inh,HT1080 IDH1KD tx
CCOC(=O)c1ccc(N2C(=O)c3[nH]nc(-c4ccc(OCC)cc4)c3C2c2ccc(OC)cc2OC)cc1 (configuration not stated),-23%,-17%,/,/,-9,-14%,/,/,/
Cc1ccc(C(=O)c2oc3ccccc3c2NC(=O)c2cc(-c3ccccc3O)n[nH]2)cc1,-17%,-8%,16µM*,18µM*,-6,487%[activator],9.2µM*,-3,?
COc1cccc(OC)c1C(=O)NCCc1sc(-c2cccc(F)c2)nc1C,-12%,-2%,/,/,-5,-22%,/,/,/
N#Cc1nc(-c2ccccc2)oc1NCCCn1ccnc1,0%,19%,?,-7%,1,-1%,0%,24,-25%
O=C(/C=C/c1ccc(OCCCF)cc1)N1CCOCC1,-4%,8%,5%,-3%,4,-10%,2%,-21,2%
COc1cccc(NC(=O)CSc2nnc(COc3ccc4c(c3)CCCC4)o2)c1,18%,12%,-14%,-6%,2,-19%,-2%,-11,-30%
O=C(NCCCN1CCOCC1)c1cc(S(=O)(=O)N2CCCCC2)ccc1Cl,0%,0%,4%,/,-1,3%,/,0,1%
CCCn1nc(C(=O)NNC(=O)CSCC(=O)Nc2cc(C)on2)c2ccccc2c1=O,7%,-7%,-7%,0%,-8,-2%,1%,14,-12%
